Source: PubChem BioAssay
Cycloheximide cs = counter-screen for Shiga toxin inhibitors: cycloheximide protein synthesis inhibition; 300,000 tested, 12% active; max response, %; AID 2314; cell reporter, cycloheximide protein synthesis inhibition counterscreen; in the data active = max response mostly above about 13%, no sharp cut-off; inactive = mostly below about 14%; also: read at 38.3 µM for the half of the compounds with a filed dose; 0% is about no effect
Pf growth 96h = P. falciparum growth inhibition at 96 hours | P. falciparum luciferase reporter growth, 96 h | Potency, µM (top dose mostly 28.7 µM), for inactives: top-dose activity change, negative = inhibition, actives largely listed as inhibitors | 320,000 tested, 6.9% active | AID 504834; also: potency is read from the fitted curve at half-maximal effect; % is scaled to controls: 0 for no effect and ±100 for the full control effect
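Plates of compound plus infected erythrocytes (2% hematocrit, 0.05% parasitemia final) incubate 96 hours, 37 C, 5% CO2. Detection reagent added; reduced luminescence from the parasites' luciferase reporter flags inhibition.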
TbPYK inhibitor = T. brucei pyruvate kinase inhibition | TbPYK enzyme, Kinase-Glo Plus ATP luminescence, 45 min | Q57TT1 | Potency, µM (doses to about 76.8 µM), inactives show top-dose activity, negative = inhibition, hits mostly inhibitors | 410,000 tested, 0.12% active | AID 624173; also: potency is read from the fitted curve at half-maximal effect; % is scaled to controls: 0 for no effect and ±100 for the full control effect; nearly all actives have a fitted effect of over 50% in size
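Readout: single end-point luminescence (Kinase-Glo Plus, 10 min). Reaction conditions were TbPYK/substrate plus 130 uM ADP, 45 min at RT, pH 7.2 TEA buffer. No-enzyme wells served as controls, and data were normalized before concentration-response fitting.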
HCV inh = blocks hepatitis C virus. Huh7.5.1 HCVcc-Cre infection, luciferase reporter, 44 h. 340,000 tested, 3.4% active. AID 651820. Potency, µM (series often up to 41.8 µM), for the others: at the top dose activity change, negative = inhibition, most hits filed as inhibitors; also: potency is read from the fitted curve at half-maximal effect; % is scaled to controls: 0 for no effect and ±100 for the full control effect
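Infectious HCVcc-Cre (~0.5 moi) was added to cells just after compound, with cells seeded 4 h earlier at 1,000 per well. Luciferase activity after 44 h culture reported infection; substrate was incubated 15 min at room temperature before reading.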
LmPK inhibitor = inhibitors of Leishmania mexicana pyruvate kinase; Q27686; purified LmPK, Kinase-Glo ATP luminescence, 1 h; Potency, µM (titrated, usually from 57.5 µM), for inactives: at the top dose activity change, negative = inhibition, usual class: inhibitors; 290,000 tested, 0.37% active; AID 1721; also: potency is read from the fitted curve at half-maximal effect; % is scaled to controls: 0 for no effect and ±100 for the full control effect
Target sequence (Q27686 whole entry, looked up): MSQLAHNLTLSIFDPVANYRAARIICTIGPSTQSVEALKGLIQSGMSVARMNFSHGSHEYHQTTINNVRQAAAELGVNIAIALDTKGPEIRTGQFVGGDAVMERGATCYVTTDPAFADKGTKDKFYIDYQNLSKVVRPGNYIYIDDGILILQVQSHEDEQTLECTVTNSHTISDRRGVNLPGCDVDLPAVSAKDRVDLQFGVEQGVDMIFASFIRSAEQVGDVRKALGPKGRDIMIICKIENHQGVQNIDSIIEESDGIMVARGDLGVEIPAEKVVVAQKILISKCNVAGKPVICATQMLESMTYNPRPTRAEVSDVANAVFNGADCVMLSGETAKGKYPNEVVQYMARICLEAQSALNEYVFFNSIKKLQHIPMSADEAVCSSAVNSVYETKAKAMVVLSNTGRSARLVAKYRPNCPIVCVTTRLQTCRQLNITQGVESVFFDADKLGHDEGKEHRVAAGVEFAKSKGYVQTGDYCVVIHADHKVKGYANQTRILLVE
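Kinase-Glo luminescence read after 1 h RT reaction of 0.1 nM LmPK with 0.5 mM PEP and 0.1 mM ADP. Activity scaled between uninhibited and enzyme-free controls.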
Shiga toxin inh = inhibitors of Shiga toxin in Vero cells | Vero cells, Shiga toxin protein synthesis inhibition reporter | inhibition, % at 38.7 µM | 290,000 tested, 9.2% active | AID 2315; in the data active = inhibition mostly above about 28%, no sharp cut-off; inactive = mostly below about 43%; also: 0% is about no effect
Pf growth 48h = P. falciparum growth inhibition at 48 hours (one generation); P. falciparum luciferase growth in erythrocytes, 48 h; Potency, µM (titrated, usually from 28.7 µM), inactives show at the highest dose activity change, negative = inhibition, hits mostly inhibitors; 310,000 tested, 5.9% active; AID 504832; also: potency is read from the fitted curve at half-maximal effect; % is scaled to controls: 0 for no effect and ±100 for the full control effect
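Luciferase-expressing P. falciparum in infected erythrocytes (2% hematocrit, 0.1% parasitemia final) in RPMI 1640/0.5% Albumax were exposed to compound for 48 hours at 37 C, 5% CO2; growth read as luminescence.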
* marks the source's active call; other numbers are inactive results; ? = inconclusive; nt = no result given; & = joins results of further samples; ! = a repeat was not active; [ ] = dose if it differs, or a comment. Unless noted, calls follow the shape of the dose curve; as a rule, active = well fitted curve in the direction sought with a large enough effect; inconclusive = small, poorly fitted or top-dose-only effect, or another doubt; inactive = no such curve, though single readings can be large; an effect the other way counts as inactive or inconclusive.

Under each structure: HCV inh	TbPYK inhibitor	Pf growth 48h	Cycloheximide cs	LmPK inhibitor	Shiga toxin inh	Pf growth 96h
Cc1ccc(S(=O)Cc2ccc(C(=O)N3CCN(C(=O)c4ccco4)CC3)o2)cc1 (stereo unspecified)
    8%	-3%	10%	-2	1%	24	?
CN1CC(=O)NC1=NC(=O)c1ccc(Cl)c(S(=O)(=O)N2CCCCCC2)c1
    -18%	5%	?	-3	2%	-21	8.3µM*
Cc1ccc(-n2nnc3c(=O)n(CC(=O)N4CCOCC4)cnc32)cc1
    5%	2%	9%	-3	-5%	-4	26%
CC(CC(=O)N1CCN(c2ccc(C(F)(F)F)cn2)CC1)n1ccnc1 (stereo unspecified)
    -1%	6%	-22%	5	-8%	-3	-39%
Cc1coc2c1c(C)cc1oc(=O)c(CC(=O)NCCC(=O)O)c(C)c12
    17%	-2%	?	-1	0%	-4	22%
COC(=O)N/N=C/c1cn(CC(C)COc2ccccc2)c2ccccc12 (stereo unspecified)
    ?	-3%	-9%	6	1%	29	0%
O=C(COC(=O)CCN1C(=O)C2CC=CCC2C1=O)NCCc1ccccc1 (stereo unspecified)
    nt	-7%	33%[activator]	-2	0%	-12	-9%
Cn1c(=O)c2c(nc(SCc3ccccn3)n2C)n(C)c1=O
    nt	nt	122%[activator]	-3	-5%	-25	23%
O=C(O)c1ccccc1-c1ccc(C(F)(F)F)cc1
    nt	-4%	-14%	nt	nt	nt	-5%
O=C1Nc2ccccc2C(=O)N2[C@H](c3ccc(F)cc3)[C@@H]3C(=O)N(Cc4ccccc4)C(=O)[C@@H]3[C@H]12
    -10%	-6%	21%	0	-1%	-2	?
Fc1ccccc1CN1CCCCCCC1
    21%	2%	nt	-3	13%	-4	8%
Cc1nnc(SCC(=O)Nc2ccc(N3CCOCC3)cc2)n1-c1ccccc1
    -16%	-4%	1%	2	2%	-1	5%
Cc1cccc(CSc2nnc(-c3ccco3)n2C)c1
    5%	2%	-24%	22*	-1%	42	nt
O=C1C(=O)N(c2ccc(O)cc2)C(c2ccccc2[N+](=O)[O-])/C1=C(\O)c1ccccc1 (stereo unspecified)
    15%	0%	1%	-2	0%	18	12%
CC(C)CNS(=O)(=O)c1ccc(CCC(=O)N2CCCC2)cc1
    9%	-2%	6%	-1	1%	-5	?
CSc1ccc(S(=O)(=O)NCC(=O)OCCOc2ccccc2)cc1[N+](=O)[O-]
    14%	-1%	9%	nt	nt	nt	27%
O=C(NC(=S)Nc1ccccc1C(F)(F)F)c1ccccc1F
    -11%	2%	-13%	2	2%	-6	-3%
CC(C)CN(C(=O)COC(=O)CCN1C(=O)c2ccccc2C1=O)C1CCS(=O)(=O)C1 (stereo unspecified)
    5%	3%	28%	-3	3%	24	?
Cc1ccccc1NCc1nc2ccccc2n1C
    -4%	-20%	155%[activator]	55*	-23%	84*	0%
CCOc1ccc(C(=O)NC(=S)NCc2cccnc2)cc1
    17%	-6%	30%	12	2%	17	10µM*

Under each structure: HCV inh	TbPYK inhibitor	Pf growth 48h	Cycloheximide cs	LmPK inhibitor	Shiga toxin inh	Pf growth 96h
CCOc1ccc(N2C(=O)C(CC(=O)Nc3ccc(F)cc3)N(Cc3ccccn3)C2=S)cc1 (stereo unspecified)
    12%	3%	?	-8	0%	-9	?
O=C(COC(=O)c1ccc(Br)o1)Nc1ncc([N+](=O)[O-])s1
    -6%	-16%	54%[activator]	nt	nt	nt	40%[activator]
O=c1cc(O)c(-c2cccc(C(F)(F)F)c2)c(Cl)[nH]1
    1%	3%	10%	2	-8%	14	3%
CCC(C)NC(=O)C1CCN(c2nc(OC)nc(OC)n2)CC1 (stereo unspecified)
    ?	-1%	-13%	-1	-3%	-9	?
CCNC(=O)COc1ccc(/C=C2\COc3ccccc3C2=O)cc1OC
    ?	-1%	?	2	-2%	-4	-22%
CCOC(=O)C1CCN(C(=O)Cc2ccc(C)cc2)CC1
    6%	5%	nt	-3	6%	21	?
CC(C)CN(C(=O)COC(=O)CN1C(=O)c2ccccc2C1=O)c1c(N)n(Cc2ccccc2)c(=O)[nH]c1=O
    -17%	3%	-16%	nt	nt	nt	5%
Cn1c(SCC(=O)Nc2ccc3[nH]c(=O)[nH]c3c2)nnc1-c1ccc(F)cc1
    4%	-9%	-14%	-2	2%	-2	-17%
CNS(=O)(=O)c1cc2c3c(cccc3c1)C(=O)NC2=O
    -12%	4%	-35%	1	-1%	-2	27%
COc1nc(NCc2ccco2)nc(N2CCC(C)CC2)n1
    -23%	2%	?	-3	2%	16	-14%
COCCN1CCN(C(=O)C2CCC(=O)N(Cc3cccc(C(F)(F)F)c3)C2)CC1 (stereo unspecified)
    nt	4%	18%	2	2%	-9	53%[activator]
O=C(C1CCC(CNc2c(N3CCCCC3)c(=O)c2=O)CC1)N1CCCCC1 (stereo unspecified)
    13%	-1%	nt	-5	6%	-11	?
O=S1(=O)N=C(Nc2nncs2)c2ccccc21
    16%	-28%	nt	6	-16%	2	-38%
COc1ccc(-c2nnc(N3CCC(C)CC3)c3ccccc23)cc1
    -4%	-1%	-6%	-3	7%	3	-23%
CSc1ccc(CCNC(=O)c2cc(C)nn2-c2ccccc2)cc1
    13%	-1%	-8%	-1	-3%	-5	-1%
COC(=O)c1ccc(N)nc1
    3%	1%	1%	5	0%	-16	7%
Cc1[nH]c2ccc(OC(=O)N3CCOCC3)cc2c1C(=O)OC(C)C
    ?	2%	-2%	-6	11%	-8	nt
CC1(C)Cc2noc(N)c2C(C)(C)N1OC(=O)c1cccs1
    16%	1%	?	-3	0%	-9	-4%
CCOc1cc(/C=C2\SC(N3CCCCC3)=NC2=O)ccc1O
    ?	-7%	?	36*	5%	67*	?
CCOC(=O)C1CCN(C(=O)c2cn(CCOC)c(=O)c3c2c2ccccc2n3C)CC1
    7%	0%	?	-2	-3%	10	-4%

Single records, as listed above. Order of values: HCV inh, TbPYK inhibitor, Pf growth 48h, Cycloheximide cs, LmPK inhibitor, Shiga toxin inh, Pf growth 96h
COC(=O)c1ccc(N)nc1 reads 3%, 1%, 1%, 5, 0%, -16, 7%
O=c1cc(O)c(-c2cccc(C(F)(F)F)c2)c(Cl)[nH]1 reads 1%, 3%, 10%, 2, -8%, 14, 3%

Remaining list, next part
Under each structure: HCV inh	TbPYK inhibitor	Pf growth 48h	Cycloheximide cs	LmPK inhibitor	Shiga toxin inh	Pf growth 96h
CC(C)c1nnc(NC(=O)CCC2CCCCC2)s1
    -26%	0%	16%	12	-1%	19	0%
Cc1ccc(C(=O)C2=C(O)C(=O)N(c3ncccn3)C2c2cccc(Cl)c2)o1 (stereo unspecified)
    nt	nt	22%	3	4%	9	?
C/C(=N\NC(=O)OC(C)(C)C)c1ccc(-n2ccnc2)cc1
    13%	5%	213%[activator]	13	-6%	16	?
Cc1cc(C(=O)c2cccs2)c(N)s1
    ?	-12%	-20%	15	3%	4	nt
Cn1c(CN2CCN(c3cccc(Cl)c3)CC2)nc2ccccc21
    -6%	-4%	13µM*	-3	5%	5	?
O=C(CC1(c2ccc(Cl)cc2)C2CC3CC(C2)CC1C3)NCCO (stereo unspecified)
    14%	-5%	14%	-2	-3%	-27	40%[activator]
Cc1ccc(C(=O)N/C(=C\c2ccc(-c3cccc([N+](=O)[O-])c3)o2)C(=O)NC(C)(C)C)cc1
    ?	-5%	?	-6	-3%	-10	?
C=CCn1c(COc2ccccc2-c2ccccc2)nnc1SCC(=O)NC(=O)NCc1ccco1
    5%	-16%	?	4	0%	-6	nt
CC1CCC(NC(=O)CCS(=O)(=O)c2ccc3c(c2)NC(=O)CS3)CC1 (stereo unspecified)
    -2%	-1%	-2%	3	0%	-3	?
Cc1ccc(N2C(S)=C(C#N)C(=O)NC2c2ccco2)cc1 (stereo unspecified)
    11%	-12%	-3%	-3	-10%	-5	?
CCC1C(=O)NCCN1C(=O)CCc1nnc(CCc2ccc(OC)cc2)o1 (stereo unspecified)
    3%	1%	2%	1	-1%	18	86%[activator]
COc1ccc(-c2nc3ccccc3c(=O)n2CCOc2cccc(C)c2C)cc1
    0%	5%	6%	4	0%	-6	-19%
COC1(OC)N=C(N)C2(C#N)C(c3ccccc3)NC(C)=CC12C#N (stereo unspecified)
    1%	-12%	5%	3	0%	-10	?
N#CCCCC#Cc1ccc2c(c1)COc1c3ccccc3nn1-2
    ?	-15%	30%	nt	nt	nt	42%[activator]
CCCCCCCCCC(=O)O[C@H]1CC[C@H]2[C@@H]3CCC4=CC(=O)CC[C@@H]4[C@H]3CC[C@]12C
    nt	-7%	-11%	5	nt	1	6%
COc1ccc(OC)c(N/C(C)=C/C(=O)c2ccc(C)o2)c1
    3%	4%	?	1	1%	19	-16%
CC1CC(C)CN(C(=O)c2ccc3c(c2)N(Cc2ccccc2)CCS3)C1 (stereo unspecified)
    ?	-26%	nt	-5	7%	-10	?
C=C(C)c1cccc(C(C)(C)NC(=O)NCc2ccc(OC)c(OC)c2)c1
    11µM*	1%	-12%	-1	3%	-4	4%
O=C(NCCS(=O)(=O)NCc1ccccc1)c1ccccc1
    5%[8.37 µM]	3%	10%	nt	nt	nt	11%
Cc1ccc(N2CN=C(c3ccccc3)NC2=S)cc1
    -11%	-3%	nt	63*	2%	98*	-2%

Under each structure: HCV inh	TbPYK inhibitor	Pf growth 48h	Cycloheximide cs	LmPK inhibitor	Shiga toxin inh	Pf growth 96h
COc1ccc(-c2nc(CS(=O)CC(=O)NCCCN3CC(C)CC(C)C3)c(C)o2)cc1OC (stereo unspecified)
    ?	-1%	4%	-4	-1%	-5	39%[activator]
CCCS(=O)(=O)N1CCN=C1SCc1cccc(F)c1
    5%	-2%	-6%	-2	-3%	-5	-16%
Cc1cc(C)n(C(C)n2nc(C)cc2C)n1
    9%	-7%	11%	-2	2%	-15	26%
CC1CCN(c2nc3ccccc3n2CC(=O)c2ccccc2)CC1
    -1%	-12%	-20%	10	-1%	-11	?
CN=C(Nc1cc(Cl)ccc1Cl)SC1CC(=O)N(c2ccc(C(=O)OC)cc2)C1=O (stereo unspecified)
    ?	-3%	?	-2	5%	2	58%[activator]
Cc1c(C(=O)NCCSCc2cccc(C(F)(F)F)c2)cnn1-c1ccc(Cl)cc1
    ?	-3%	-15%	-1	4%	-7	?
COc1ccc(OCCCC(=O)N(C)CC(=O)Nc2ccccc2Cl)cc1
    nt	11%	4%	0	-10%	-20	?
CC1=CC(C)(C)NC(=S)N1NC(=O)c1ccccc1Cl
    -3%	2%	8%	-3	-2%	7	19%
COc1ccc(C(=O)Nc2ccc(N3CCN(C(=O)c4ccccc4)CC3)cc2)cc1[N+](=O)[O-]
    ?	0%	?	-1	2%	-15	?
Cc1ccc(C(=O)NCCc2nnc3ccc(SCC(=O)N4CCCCC4)nn23)cc1
    18%	-5%	3%	16	-4%	17	?
CC(C)CC(=O)Nc1ccc2ccccc2c1
    4%	-1%	22%&34%	-2&18	1%&2%	92*!	30%[activator]
COc1ccc(C(=O)Nc2cc(C(F)(F)F)ccc2Cl)cc1OC
    ?	-5%	-2%	-4	3%	-13	19%
Cc1cc2c(ncn2C)c(NS(=O)(=O)c2ccccc2Cl)c1C
    22%	2%	-4%	6	4%	22	18%
